Screening data (PubChem BioAssay)
EPAC1 antagonist: blocks human EPAC1 exchange factor; hit rate 0.14% among 360,000; Potency, µM (highest dose often 115 µM), without a hit: at the highest dose activity change, negative = inhibition, usual class: inhibitors; O95398; EPAC1 GEF assay, Rap1b-BODIPY-GDP exchange fluorescence; AID 720709;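 also: potency is read from the fitted curve at half-maximal effect; plate controls were vehicle for no effect and positive control for full effect; nearly all actives have a fitted effect of over 50% in size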
PLK1 PBD inh: inhibitors of human PLK1 polo-box domain binding | AID 720504 | P53350 | hit rate 2.8% among 360,000 | Plk1 PBD binding of FITC phosphopeptide, fluorescence polarization | Potency, µM, inactives show max response, negative = inhibition, most hits filed as inhibitors; also: potency is read from the fitted curve at half-maximal effect; series mostly up to about 57 µM; % is scaled to controls: 0 for no effect and ±100 for the full control effect; nearly all actives have a fitted effect of over 65% in size
PI5P4K alpha inh: inhibitors of human PI5P4K alpha; PI5P4Kalpha enzyme, ADP-Glo luminescence, 60 min; active compounds read low; AID 652105; max response, %; P48426; hit rate 1.2% among 330,000; active = max response of -50% or lower; inconclusive = between -30% and -50%; inactive = -30% or higher; also: value at the top dose of about 77 µM; % is scaled to controls: 0 for no effect and ±100 for the full control effect
Target sequence (P48426 whole entry, looked up): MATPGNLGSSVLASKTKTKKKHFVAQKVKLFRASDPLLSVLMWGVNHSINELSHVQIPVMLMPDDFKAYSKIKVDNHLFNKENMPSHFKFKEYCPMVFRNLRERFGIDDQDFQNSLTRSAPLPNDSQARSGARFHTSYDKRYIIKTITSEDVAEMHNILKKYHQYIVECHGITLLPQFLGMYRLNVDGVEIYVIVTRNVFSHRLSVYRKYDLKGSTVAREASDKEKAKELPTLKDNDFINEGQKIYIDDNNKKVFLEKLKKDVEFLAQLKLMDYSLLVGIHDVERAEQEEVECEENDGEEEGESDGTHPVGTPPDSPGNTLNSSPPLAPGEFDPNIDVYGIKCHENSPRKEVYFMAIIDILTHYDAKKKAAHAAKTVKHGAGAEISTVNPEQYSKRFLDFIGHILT
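PI5P4Kalpha ADP-Glo assay; 5 microM ATP final; 60 min RT reaction; HEPES pH 7.4/EGTA/CHAPS, 5% DMSO; controls lacking substrate or enzyme; luminescent end-point.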
EPAC1 ag: agonists of human EPAC1; O95398; EPAC1 agonist qHTS, biochemical assay; response scale: 100% = response to 6.5 mM cAMP; Potency, µM (titrated, usually from 154 µM), for inactives: top-dose activation, actives largely listed as activators; hit rate 0.073% among 360,000; AID 720707; also: potency is read from the fitted curve at half-maximal effect; nearly all actives have a fitted effect of over 60% in size
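Normalized to 6.5 mM cAMP, activity reflects EPAC1-catalysed release of BODIPY-GDP from Rap1B, followed kinetically over 30 min at 480 nm excitation, 540 nm emission. Reaction contained 100 nM EPAC1, 250 nM Rap1B-BODIPY-GDP, 50 uM GDP.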
MmCpn inh: inhibitors of Methanococcus maripaludis chaperonin (MmCpn). purified Mm-Cpn ATPase, ADP Transcreener TR-FRET. Potency, µM (top dose mostly 76.9 µM), without a hit: at the highest dose activity, negative = inhibition, hits mostly inhibitors. hit rate 0.031% among 330,000. AID 504842; also: potency is read from the fitted curve at half-maximal effect; % is scaled to controls: 0 for no effect and ±100 for the full control effect; nearly all actives have a fitted effect of over 80% in size
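Measured: ADP formation by purified Mm-CPN. Conditions: 25 nM protein, 10 uM ATP, Tris pH 7.4 with Mg2+, K+ and DTT, 37°C for 30 min. Detection: Transcreener HTRF after 30 min at room temperature.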
CCT modulator: cytosolic chaperonin activity modulation | purified chaperonin ATPase assay, HTRF ADP detection, 30 min | activity change, % (concentration not given with the values), hits read low | hit rate 0.3% among 360,000 | AID 651819; in the data active = activity change below about -30%; also: % is scaled to controls: 0 for no effect and ±100 for the full control effect
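We incubate TRiC, 40 or 20 nM final, with library compounds at 76 uM and 10 uM ATP for 30 min at 37 °C. ADP formed is detected with Transcreener HTRF reagents after 30 min at room temperature.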
WRN helicase inh: blocks human WRN helicase; Q14191; Potency, µM (titrated, usually from 114 µM), for the others: at the top dose activity change, negative = inhibition, actives largely listed as inhibitors; hit rate 0.46% among 360,000; WRN helicase unwinding, fluorescent forked duplex, kinetic; also: potency is read from the fitted curve at half-maximal effect; % is scaled to controls: 0 for no effect and ±100 for the full control effect; nearly all actives have a fitted effect of over 55% in size
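Screening of the MLSMR collection measured strand separation of a quenched forked DNA duplex (100 nM) by 20 nM WRN with 2 mM ATP, all final. Compounds were preincubated with enzyme 15 min at room temperature.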
EPAC2 antagonist: EPAC2 (human) antagonism. Q8WZA2. Potency, µM (titrated, usually from 114 µM), for the others: top-dose activity, negative = inhibition, usual class: inhibitors. AID 720708. hit rate 0.18% among 360,000. EPAC2 GEF exchange of Rap1B-BODIPY-GDP, fluorescence; also: potency is read from the fitted curve at half-maximal effect; % is scaled to controls: 0 for no effect and ±100 for the full control effect; nearly all actives have a fitted effect of over 45% in size; many of its hits are not listed in these tables
* = called active by the depositor; u = inconclusive; x = not tested or not shown; [ ] = dose if it differs, or a comment. Unless noted, calls follow the shape of the dose curve; as a rule, active = well fitted curve in the direction sought with a large enough effect; inconclusive = small, poorly fitted or top-dose-only effect, or another doubt; inactive = no such curve, though single readings can be large; an effect the other way counts as inactive or inconclusive. A portion of the library; rates above refer to the full screens.

SMILES	EPAC1 antagonist	PLK1 PBD inh	PI5P4K alpha inh	EPAC1 ag	MmCpn inh	CCT modulator	WRN helicase inh	EPAC2 antagonist
O=C(NCc1ccco1)c1ccc(Cn2c(=S)[nH]c3ccccc3c2=O)cc1	u	-12.1%	-1.8	6.5%	0.6%	0.4	-27.6%	-10.8%
Cn1c(=O)cc(OCC(=O)N2CCC(N3CCCCC3)CC2)c2ccccc21	-6.9%	-7.6%	-2.3	1.1%	-2.0%	0.4	3.8%	9.5%
COc1ccc2nnc(-c3ccccc3)n2n1	-14.3%	0.0%	x	0.0%	-2.8%	2.2	-15.1%[11.6 µM]	-2.3%
CC[N+]1(CC)CC2=Cc3c(ccc4ccccc34)CC2C1 (stereo not given)	7.7%	-2.8%	-7.9	2.1%	1.3%	-1.0	21.0%	8.0%
CNCCCc1[nH]nc(N)c1C#N	8.0%	-4.5%	1.1	4.4%	-0.1%	0.1	5.6%	-5.2%
COc1ccc(N(C)S(=O)(=O)c2cccc(C(=O)N(C)Cc3ccc(C)o3)c2)cc1	-22.1%	-13.1%	-1.2	7.7%	-0.6%	-1.5	-3.7%	-16.4%
COc1ccc(C(=O)N2CCCC(c3cc(C(=O)NCc4ccc(F)cc4)no3)C2)cc1 (stereo not given)	-6.7%	1.1%	-9.5	9.3%	x	-1.7	-4.5%	-2.0%
COc1ccc(C(=O)NC(=S)Nc2nc(C)c(C(=O)N(C)C)s2)cc1	7.4%	-13.5%	x	7.0%	-0.9%	-2.3	-1.8%	-1.9%
CCn1cc(C(=O)NC2CCCCC2C)c(=O)c2ccc(C)nc21 (stereo not given)	-2.5%	-0.4%	-3.6	-10.0%	x	1.0	6.7%	8.8%
C=CCNC(=O)NC(=O)c1csc([N+](=O)[O-])c1	-13.6%	-1.8%	-8.7	-2.0%	2.2%	1.1	7.3%	7.2%
Cc1ccc(S(=O)(=O)NCCC(=O)NC(C)c2ccccc2)cc1 (stereo not given)	-2.5%	-2.3%	2.9	2.7%	-1.6%	0.0	-0.1%	2.6%
Cn1ccsc1=NC(=O)c1ccc(OC(F)(F)F)cc1	-2.6%	0.9%	3.4	-7.5%	1.5%	-0.2	2.6%	-16.9%
CN1CCN(c2ccc(S(=O)(=O)N3CCCCC3)cc2[N+](=O)[O-])CC1	-4.8%	3.3%	3.0	3.6%	-3.0%	0.3	0.7%	-2.2%
COc1cc(OC)c(C(=O)Oc2ccc3c(c2)OCO3)cc1OC	10.7%	0.4%	x	-2.5%	-0.1%	2.7	-3.0%	11.3%
Nc1ccc(C(=O)OCC(=O)N2CCN(C(=O)c3ccco3)CC2)cc1[N+](=O)[O-]	-12.1%	-16.9%	-6.3	-8.4%	2.0%	-0.1	8.9%	-7.0%
COc1cccc(Oc2nc(-c3ccccc3O)nc3ccccc23)c1	-0.7%	4.6%	13.1	13.8%	2.8%	-2.1	2.5%	-14.7%
CC1CCN(CCOCCOc2ccccc2-c2ccccc2)CC1	0.2%	1.6%	1.5	-5.3%	-0.3%	-3.7	-14.6%	18.9%
COc1ccc(-c2cc(=O)oc3c(C)c(OC(C)C(=O)NCc4ccccn4)ccc23)cc1 (stereo not given)	-1.4%	-8.0%	2.9	-23.7%	1.0%	0.0	-2.0%	2.8%
O=C(CCN1CCCCC1=O)NC1CCCN(Cc2ccc(Cl)cc2)C1 (stereo not given)	-15.6%	3.0%	2.3	-4.4%	-7.6%	-0.9	-3.6%	10.3%
COC(=O)C(Cc1ccccc1)NC(=O)CC(C)CC(=O)Nc1ccc(C)cc1 (stereo not given)	18.3%	-0.2%	5.5	-2.6%	0.3%	0.0	6.1%	9.8%
COc1ccc(NC(=O)C2CCN(Cc3cnn(-c4ccccc4)c3-n3cccc3)CC2)cc1OC	23.8%	-4.2%	-1.0	9.4%	x	-0.8	1.2%	0.7%
CC(=O)c1ccc(N2CCN(C(=O)Nc3ccc(C(C)C)cc3)CC2)cc1	-7.9%	-7.5%	1.5	12.5%	-3.7%	0.2	-9.0%	-10.5%
Clc1ccc(-c2nc(NCCN3CCOCC3)c3ccccc3n2)cc1	-3.9%	-2.9%	x	13.9%	-3.3%	-2.7	-16.8%	-24.2%
Cn1c(SCC(=O)NNC(=O)c2ccccc2)nnc1C(F)(F)F	-5.4%	1.4%	8.3	-9.3%	1.1%	2.1	-4.1%	3.8%
